# AMA1-RON2 inh = inhibitors of Plasmodium falciparum AMA1-RON2 interaction; Potency, µM (top dose mostly 58.2 µM), for the others: at the top dose activity change, negative = inhibition, most hits filed as inhibitors; AID 720542; hit rate 0.2% among 360,000; AlphaScreen AMA1-biotinylated RON2 peptide binding; active means well fitted inhibition curve with a large enough effect; inconclusive means small, poorly fitted or top-dose-only effect; inactive means no such curve, though single readings can be large or run the other way;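 further: potency means the concentration at half of the fitted maximal effect; 0% = vehicle wells and -100% = peptide control; nearly all actives have a fitted effect of over 45% in size; some results filed as inactive show a strong effect at the top dose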
#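 AMA1 (3D7) with his tag at 25 nM final met compounds first, then biotinylated RON2 peptide at 25 nM; detection used donor plus acceptor beads, 10 µg/mL apiece, read by AlphaScreen after 30 min at room temperature.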
# HCMV antiviral = human cytomegalovirus inhibition; HFF cells, HCMV-luciferase reporter, 72 h; active compounds read low; activity change, negative = inhibition, % at 57.5 µM; hit rate 4.5% among 410,000; in the data active means activity change below about -60%; inconclusive means no clear call, values can overlap the other calls; inactive means above about -39%
#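 HFF cells seeded 16 h at 37C, treated with compounds, infected with luciferase-reporter HCMV at MOI 1 PFU/cell; luciferase read at 72 h post infection, normalized to buffer-only and Salinomycin controls.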
# The depositor's hits bear a star; ? = inconclusive; [ ] = another dose, or the depositor's remark. Unless noted, on the % scale 0 is the no-effect control and ±100 the full control effect. Not all compounds are listed; the hit share may differ from the screen's.
# Under each structure: AMA1-RON2 inh | HCMV antiviral
> O=C(CCNC(=O)N1CC(=O)Nc2ccccc21)NCc1ccccc1Cl
 : 11.1% | -19.4
> c1ccc(NN(Cc2ccncc2)c2ccccc2)cc1
 : -11.2% | -17.1
> OC(c1ccc2ccccc2c1)c1ncc(-c2ccc(C(F)(F)F)cc2)[nH]1 (centres undefined)
 : 18.8% | -19.5
> O=S1(=O)C[C@H](N2CC[C@@H](O)C2)[C@@H](COCc2ccccc2)N1
 : 12.0% | 3.3
> COc1cc(C2c3cc4c(cc3OC(N3CCOCC3)C2C)OCO4)cc(OC)c1OC(C)=O (centres undefined)
 : -23.1% | 9.1
> O=C(NCC1CCOCC1)C1Cc2c(-c3ccccc3Oc3ccccc3)ccnc2O1 (centres undefined)
 : 23.0% | 5.5
> O=C1CCC[C@@H]2[C@@H](Cc3ccccc3)[C@H](N3CCN(c4ccccc4)CC3)C[C@@H]3CCN1[C@@H]32
 : -12.8% | -79.7*
> CC1(C)CC(=O)C2=C(C1)OC1=C(C(=O)CC(C)(C)C1)C2c1cccc([N+](=O)[O-])c1
 : -3.1% | -9.2
> NC(CSC1(c2cccc3ccccc23)c2ccccc2-c2ccccc21)C(=O)O (centres undefined)
 : 40.5%[activator] | 0.8
> CSc1ncc(Br)c(N2CC2)n1
 : -4.4% | -25.5

# Brought forward from above: 3 compounds, followed by the next part.
# Under each structure: AMA1-RON2 inh | HCMV antiviral
> CC1(C)CC(=O)C2=C(C1)OC1=C(C(=O)CC(C)(C)C1)C2c1cccc([N+](=O)[O-])c1
 : -3.1% | -9.2
> NC(CSC1(c2cccc3ccccc23)c2ccccc2-c2ccccc21)C(=O)O (centres undefined)
 : 40.5%[activator] | 0.8
> CSc1ncc(Br)c(N2CC2)n1
 : -4.4% | -25.5
> CC1=C(C(=O)N2CCOCC2)CC(CC(=O)NCCc2ccccn2)C(=O)N1Cc1ccc(C(C)(C)C)cc1 (centres undefined)
 : 3.1% | -11.9
> CC(C)n1c(=O)c2ccccc2n1Cc1cn(Cc2cccs2)nn1
 : 16.7% | -6.9
> CCCCCCOC(=O)CC1CC(C(C)=O)C1(C)C (centres undefined)
 : 10.0% | -0.7
> CCCCNC(=O)C1C(c2ccccc2)=Nc2ccccc2N1C(=O)c1ccc(C(F)(F)F)cc1 (centres undefined)
 : -12.8% | ?
> S=C(NN=Cc1ccc2c(c1)OCO2)NN=Cc1ccc2c(c1)OCO2
 : 35.0%[activator] | 37.2
> Cc1ccc2nc(-c3ccc(C#N)cc3)c(Cc3ccccn3)n2c1
 : 31.7%[activator] | 33.3
> C[C@H](NC(=O)c1nc[nH]c1C(=O)N(C)CCO)c1ccccc1
 : ? | 0.9
> CCC(=O)[C@@H](C)[C@@H](OC(C)=O)[C@H](C)C[C@@H](C)[C@H]1OC(=O)C[C@@]2(O)CC=C(C)C(O2)C(C)=CCCC[C@H](O[C@H]2C[C@@H](OC(N)=O)[C@H](OC(C)=O)[C@@H](C)O2)C=C[C@H](C)C[C@H]1C
 : 3.3% | ?
> COc1ccccc1OCC(=O)NCC1CCCN(C(=O)c2cccc(C)c2)C1 (centres undefined)
 : 6.2% | -2.6
> Nc1ccn([C@@H]2O[C@H](CNCc3ccc(OCC(=O)Nc4nccs4)cc3)[C@@H](O)[C@H]2O)c(=O)n1
 : 12.5% | -10.4
> COc1ccc(C(=O)NCCCCc2ccccc2)cc1
 : 5.0% | 27.2
> COC(=O)c1sccc1S(=O)(=O)Nc1ccc(C(O)(C(F)(F)F)C(F)(F)F)cc1
 : 14.6% | 21.5
> CN1OC[C@@H]2CN(C(=O)C(C)(C)C)[C@H](c3cccc(Br)c3)C[C@@H]21
 : -0.2% | -18.1
> CCN(CC(=O)Nc1c(F)cccc1F)C(=O)CCCOc1ccccc1
 : -5.8% | -14.5
> CCCC(=O)N1CCCC1(C)C(=O)NCc1ccc(F)cc1Cl (centres undefined)
 : 12.2% | 5.2
> O=C(C[C@H]1CC[C@@H](NS(=O)(=O)c2ccccc2)[C@@H](CO)O1)NCc1ccc(Cl)c(Cl)c1
 : -1.4% | 8.0
> Cc1ccc(C)c(NC(=O)CN2C(=O)c3ccccc3C2=O)c1
 : 11.4% | 41.1
> O=C(C[C@H]1CC[C@@H]2[C@H](COC[C@H](O)CN2Cc2nccs2)O1)NCc1ccccc1Cl
 : 5.5% | -12.6
> O=C(Nc1ccc(Br)c(Br)c1)C1CCCO1 (centres undefined)
 : 9.8% | -2.8
> OC(c1cccc(Cl)c1)c1nc(-c2cc3ccccc3o2)cs1 (centres undefined)
 : 4.4% | -21.9
> O=C(C1CCCCC1)N1C[C@H](n2cc(C3CC3)nn2)[C@@H](O)C[C@@H]1c1ccc(Cl)cc1
 : -4.5% | 12.2
> COc1cc(OC)cc(C(=O)NNC(=O)C2CCC2)c1
 : 28.4% | 16.1
> CNC(C)C#Cc1ccc2oc3cc(C)c(C)cc3c(=O)c2c1 (centres undefined)
 : 27.9% | 22.1
> CC1(c2nnnn2-c2ccc3c(c2)OCCO3)CCC(=O)N1CCc1ccccc1F (centres undefined)
 : 0.1% | -16.3
> Nc1ccn([C@@H]2O[C@H](CNC(=O)[C@@H](N)CSCc3ccccc3)[C@@H](O)[C@H]2O)c(=O)n1
 : 11.4% | 6.4
> CCCCCCCCCCCCN1[C@@H](CC(=O)O)c2cc(C(F)(F)F)ccc2S1(=O)=O
 : 11.5% | 7.9
> O=c1c2ccccc2on1-c1ccccc1
 : -3.5% | -2.0
> COc1ccc(-c2ccccc2C2=CC(=O)CC(C)(C)C2=O)cc1
 : -8.2% | -21.9
> O=C(C[C@H]1CC[C@@H]2[C@H](COC[C@@H](O)CN2C(=O)C2CC2)O1)NCc1ccccc1Cl
 : 0.1% | -30.9
> Nc1ccc2c(c1)C(=O)c1cc([N+](=O)[O-])ccc1-2
 : -8.1% | -6.5
> CC1Cc2[nH]c(=S)[nH]c(=O)c2C(C)O1 (centres undefined)
 : 40.4%[activator] | 2.4
> O=C1C[C@@H]2c3c(cccc3CN1Cc1ccc(Br)cc1)C[C@@H](O)[C@H]2O
 : -5.7% | -7.1
> CCOC(=O)c1ccc(O)c(-n2cc3c(c2-c2ccccc2)c(=O)n(C)c(=O)n3C)c1
 : 6.9% | 1.1
> CCOC(=O)C(CCc1ccccn1)c1ccccc1 (centres undefined)
 : -3.0% | 35.5
> COc1ccc(NC(=O)N(C)C[C@H]2Oc3ccc(NS(=O)(=O)c4cn(C)cn4)cc3C(=O)N([C@H](C)CO)C[C@@H]2C)cc1
 : -2.6% | -12.1
> COc1ccc(-c2csc(NC(C)c3nc4cc(Cl)c(N5CCCCC5)cc4n3CCOCCO)n2)cc1 (centres undefined)
 : 56.2%[activator] | 8.8
> COC(=O)c1ccc2nc(-c3cccc(Cl)c3)c(CC3CCCCC3)n2c1
 : 5.3% | 42.0
> Cc1cc(C)cc(Cn2cc(CN3CC(N4CCN(Cc5ccccc5F)CC4)CS3(=O)=O)nn2)c1 (centres undefined)
 : -2.3% | -25.3
> O=C(c1ccc([N+](=O)[O-])cc1)N1CCN(c2ncccn2)CC1
 : 1.5% | -36.3
> CCOC(=O)[C@]12CCCC=C1N(CCC1=CCCCC1)C(=O)[C@H](CC(=O)NCC1CCCCC1)C2
 : -14.0% | -17.6
> CC12CCC(=O)C=C1CCCC2=O (centres undefined)
 : 13.2% | -33.7
> Cc1c(C(c2cc(O)ccc2Cl)c2c(C)n(C)n(-c3ccccc3)c2=O)c(=O)n(-c2ccccc2)n1C
 : -1.3% | 17.8
> O=C(c1ccccc1)C(O)(Cc1ccccc1)c1ccccc1 (centres undefined)
 : -23.5% | -12.2
> CCCS(=O)(=O)NC(=O)C1(C)CCN(C(=O)c2oc3ccccc3c2C)C1 (centres undefined)
 : -6.6% | 5.6
> OC[C@@H]1CN(Cc2ccc3c(c2)OCO3)C[C@H](n2cnc3c(NC4CCC4)ncnc32)O1
 : 2.0% | 15.1
> O=C(NC(c1ccc(-c2ccccc2)cc1)c1cnccn1)C1CCN(CCOc2ccc(F)cc2)CC1 (centres undefined)
 : 11.7% | -7.4
> O=C1CSC(=S)N1Cc1cccs1
 : -5.8% | -26.0
> COc1cccc(-c2cnc3c(NC(C)=O)cc(-c4ccc(C(=O)NC5CC5)cc4)cn23)c1
 : 18.5% | -34.8
> O=[N+]([O-])c1ccccc1S(=O)NCc1c(Cl)cccc1Cl (centres undefined)
 : -3.7% | ?
> C=CCN1C(=O)c2ccc(C(=O)NCCc3ccc(F)cc3)cc2C1=O
 : 8.4% | 41.8

# New compounds follow:
molecule,AMA1-RON2 inh,HCMV antiviral
CCCCN1C(=O)C(CC(=O)NCc2cccs2)CC(C(=O)N(C(C)C)C(C)C)=C1C (centres undefined),1.1%,3.7
COc1cc(C(O)c2nc(-c3cccc(NC(C)=O)c3)cs2)ccc1F (centres undefined),-13.6%,-37.2
CCCCN1CC(COCc2ccccc2)Oc2cc(Br)ccc2S1(=O)=O (centres undefined),17.3%,-33.7
COc1ccc(C=C2Cc3ccccc3C2=O)cc1,-0.5%,?
COC(=O)[C@]12CCCCC=C1N(Cc1ccc3c(c1)OCO3)C(=O)[C@H](CC(=O)NCc1ccc(OC)c(OC)c1)C2,-2.5%,9.3
O=C(Nc1cccnc1)C1Cc2c(-c3cccc(F)c3)ccnc2O1 (centres undefined),-4.1%,-6.0
CC(=O)Oc1ccc(OC(C)=O)c2c1C1C=CC2CC1,-1.1%,11.8
CCCNC(=O)c1cc(C2CCCCN2C(=O)CCc2ccccc2)on1 (centres undefined),3.1%,0.6
O=C(COC(=O)c1cc(=O)[nH]c2ccccc12)Nc1nc(-c2ccc(F)cc2)cs1,0.0%,-6.0
CC1=C(C(=O)N2CCCCCC2)CC(CC(=O)NCCc2ccccn2)C(=O)N1CCC1=CCCCC1 (centres undefined),-14.3%,12.8
Cc1cc(C)cc(NC(=S)N2CCC(C(=O)c3ccc(F)cc3)CC2)c1,4.9%,45.2
Cc1cc(NC(=O)NC(=O)c2ccccc2NC(=O)C(C)N)ccc1Oc1ncc(Br)cn1 (centres undefined),53.3%[activator],-82.8*
CCNC(=O)C1CCCN(C(=O)c2ccc(F)c(Cl)c2)CC1 (centres undefined),-5.6%,-11.8
CC(C)CC1C(=O)N(Cc2cn(CCC3OCCCO3)nn2)CCS(=O)(=O)N1Cc1ccc(-c2ccc(Cl)c(Cl)c2)cc1 (centres undefined),-4.6%,?
COc1ccc(CCNC(=O)c2cccc(C(=O)NCCc3ccc(OC)cc3)n2)cc1,12.6%,-36.2
CC(C)=NNc1ncnc2nc[nH]c12,0.0%,-8.6
OCCN1CCN(CCCN2c3ccccc3CCc3ccccc32)CC1,-9.8%,0.0
CCCCNC(=O)C1(C)CCC(=O)N1CCOc1ccccc1 (centres undefined),14.2%,-13.7
CCOC(=O)C1CCCN(C(=O)c2cc3ccccc3cc2OC)C1 (centres undefined),-11.0%,?
O=C(NCc1cccnc1)c1cc(C2CCCCN2C(=O)c2ccccc2)on1 (centres undefined),-3.3%,-14.2
C=C(C)CC1(CC)C(=O)NC(=S)NC1=O,5.0%,223.3
CCCCN(C)c1c(C)nc2ccc(C(=O)N3CCN(C(C)=O)CC3)cn12,-0.1%,-4.4
CCCCCC(=O)N1C[C@@H](O)[C@H](n2cc(C3CC3)nn2)C[C@@H]1c1ccc(OC)cc1,14.6%,25.8
COC(=O)[C@]12CCCCC=C1N(Cc1ccc3c(c1)OCO3)C(=O)[C@H](CC(=O)NCC1CCCCC1)C2,-17.7%,18.0

# Three records drawn at random from the list so far, as already listed:
molecule,AMA1-RON2 inh,HCMV antiviral
CCCCCCCCCCCCN1[C@@H](CC(=O)O)c2cc(C(F)(F)F)ccc2S1(=O)=O,11.5%,7.9
CC12CCC(=O)C=C1CCCC2=O (centres undefined),13.2%,-33.7
OC(c1cccc(Cl)c1)c1nc(-c2cc3ccccc3o2)cs1 (centres undefined),4.4%,-21.9

# Going on with the list.
molecule,AMA1-RON2 inh,HCMV antiviral
O=C(Nc1ccccc1Cl)c1cc(C2CCCCN2C(=O)OCCF)on1 (centres undefined),5.3%,-35.2
COC(=O)C1(C(=O)OC)CCCCN(S(=O)(=O)c2ccc(C)cc2)CCC1,2.7%,-23.7
CC/C(=C(/c1ccccc1)c1ccc(OCC[N+](C)(C)C)cc1)c1ccccc1,-3.0%,?
S=C1Nc2ccccc2CS1,101.1%[activator],20.4
COc1ccccc1CNc1nc(NCc2cccs2)nc2ccsc12,-26.3%,?
CCc1ccccc1-n1ncc(C(=O)Nc2ccc(OC)cc2)c1C,29.4%,15.3
OC[C@@H]1CN(Cc2ccc(F)cc2)C[C@H](n2cnc3c(N4CCOCC4)ncnc32)O1,53.9%[activator],-4.7
Cn1ncc2c(=S)nc(Cl)[nH]c21,49.0%[activator],47.8
CN1/C(=C/C=C/c2n(C)c3cc([N+](=O)[O-])c([N+](=O)[O-])cc3[n+]2C)C(C)(C)c2ccccc21,?,-67.2*
CCNC(=O)C1(C)CCCN(C(=O)c2oc3ccccc3c2C)C1 (centres undefined),4.5%,35.3
CCc1nc2sc(C#N)c(N)c2c2c1CCCC2,3.6%,-23.9
CCc1ccc(N(CC(=O)N2CCCC2)S(C)(=O)=O)cc1,2.6%,?
N#C/C(=C/c1ccc(-c2ccc([N+](=O)[O-])cc2)o1)c1nnc(N2CCOCC2)n1-c1ccccc1,0.3%,-1.9
CN(C)Cc1ccccc1Sc1ccc2c(c1)CCCC2,?,-15.0

# Screening results deposited in PubChem BioAssay by National Center for Advancing Translational Sciences (NCATS).
